# Screens deposited in PubChem by Sanford-Burnham Center for Chemical Genomics.
# SENP1 inh: SENP1 (human) catalytic domain inhibition; inhibition, % at 10 µM; recombinant SENP1 catalytic domain, CyPet-SUMO1-YPet FRET cleavage; hit rate 0.21% among 360,000; AID 624204;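 active means inhibition at least 30% at 10 µM, raw YFP signal under a set limit, fluorescence ratio 0.5 to 1.5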;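 further: 0% = enzyme with DMSO and 100% = no enzyme wells; some results filed as inactive read as strong as hits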
# Target sequence (Q9P0U3 419-644 limits assumed): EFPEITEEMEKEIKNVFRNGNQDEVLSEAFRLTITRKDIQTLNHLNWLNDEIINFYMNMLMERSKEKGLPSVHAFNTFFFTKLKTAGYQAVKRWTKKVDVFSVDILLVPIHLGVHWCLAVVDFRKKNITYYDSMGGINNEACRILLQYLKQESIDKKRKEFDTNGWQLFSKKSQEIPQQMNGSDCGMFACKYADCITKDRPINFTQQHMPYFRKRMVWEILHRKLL
#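 material = recombinant human SENP1 catalytic domain, His6-tagged | quantity = 20 pM enzyme | reagent = 25 nM SUMO1 FRET substrate | compound dosing = 10 µM single point, 0.5% DMSO | timing = 50 min enzyme reaction, room temperature, light-protected | detection = FRET, CFP and YFP emission | control set = no-enzyme low, enzyme-DMSO high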
# HKDC1 inh: HKDC1 (human) hexokinase inhibition | Q2TB90 | recombinant HKDC1, G6PDH/diaphorase resazurin coupled fluorescence | inhibition, % at 20 µM | hit rate 0.16% among 340,000;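 active means inhibition above about 35% when tested at 20 µM, limit read from the data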;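 further: plate controls were DMSO wells with enzyme for no effect and DMSO wells lacking enzyme for full effect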
#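 Assay system – recombinant HKDC1 (HK5) hexokinase enzyme, produced in-house · Input – HKDC1 at 5 µg/mL · Reagent – glucose plus 1 mM ATP as hexokinase substrates · Timing – 90 min reaction incubation at room temperature, dark · Measured by – G6PDH/diaphorase-coupled fluorescence, 1 mM NADP, 100 µM resazurin, 525/613 nm · Benchmarks – DMSO-enzyme wells negative, buffer-substituted wells positive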
# SENP8 inh: blocks human SENP8 cleavage of Nedd8 substrate | Q96LD8 | recombinant SENP8, Nedd8 substrate fluorescence | inhibition, % at 20 µM | hit rate 0.64% among 360,000 | AID 602440; in the data active means inhibition mostly above about 40%, no sharp cut-off; inactive means mostly below about 27%
# Target sequence (Q96LD8 whole entry, looked up): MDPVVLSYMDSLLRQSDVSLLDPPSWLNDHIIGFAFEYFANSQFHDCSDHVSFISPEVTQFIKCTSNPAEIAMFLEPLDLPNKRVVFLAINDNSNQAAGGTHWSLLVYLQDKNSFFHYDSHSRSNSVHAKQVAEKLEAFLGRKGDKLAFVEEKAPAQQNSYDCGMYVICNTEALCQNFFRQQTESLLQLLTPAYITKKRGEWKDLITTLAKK
# PfG6PD inh: PfG6PD (Plasmodium falciparum) enzyme inhibition. PfGluPho enzyme, NADPH resazurin-diaphorase fluorescence. AID 504690. hit rate 0.78% among 350,000. inhibition, % at 20 µM;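 active means inhibition reaching at least a set limit at 20 µM in the primary screen, cut at about 59% in these data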;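 further: 0% = DMSO wells with substrate and 100% = DMSO wells lacking glucose-6-phosphate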
# * marks the source's active call; other numbers are inactive results; i = inactive; · = not tested or not shown. The list is partial (hit frequency here may not be typical).
Compound,SENP1 inh,HKDC1 inh,SENP8 inh,PfG6PD inh
CC(C)(C)n1ncc2c(=O)n(CC(=O)N3CCN(c4ccccc4)CC3)cnc21,·,5,·,1
COc1ccc(C2CC(c3cccs3)=NN2c2ccc(C=O)cc2)cc1 (stereo not drawn),·,-1,·,14
CCc1ccc(-c2nn(-c3ccccc3)cc2CSC(=N)N)cc1,·,-4,·,-8
O=[N+]([O-])c1ccc2c(c1)N([O-])C1(CCCCC1)[N+]2=O,·,23,·,60*
COc1ccc(S(=O)(=O)N2CCN(C(=O)COc3ccc4c(C)cc(=O)oc4c3)CC2)cc1,·,-1,·,3
COc1ccccc1NS(=O)(=O)c1cc(C(=O)NC2CCN(Cc3ccccc3)CC2)ccc1C,·,-4,·,12
COc1cc(/C=N/Nc2ccccc2)ccc1OC(=O)c1cccs1,·,-3,·,6
CCOC(=O)C1=C(c2ccc(OC)cc2)C(=O)c2ccccc2C1=O,·,81*,·,101*

# Whole records as entered above. Order of screens: SENP1 inh, HKDC1 inh, SENP8 inh, PfG6PD inh
# COc1ccc(C2CC(c3cccs3)=NN2c2ccc(C=O)cc2)cc1 (stereo not drawn) reads ·, -1, ·, 14
# COc1ccccc1NS(=O)(=O)c1cc(C(=O)NC2CCN(Cc3ccccc3)CC2)ccc1C reads ·, -4, ·, 12

# (list continues)
Compound,SENP1 inh,HKDC1 inh,SENP8 inh,PfG6PD inh
Cc1ccccc1N=Nc1c(C)[nH]n(-c2ccccc2)c1=O,·,16,·,-17
CCc1c(-c2ccc(Cl)cc2)ncn1Cc1cccc(-c2ccccc2)c1,0,·,8,·
Cc1ccccc1-c1cnc(C(O)c2ccc(F)cc2C)[nH]1 (stereo not drawn),-1,·,18,·
CC(O)(c1ccc(F)c(F)c1)c1nc(-c2ccc(Cl)cc2)cs1 (stereo not drawn),1,·,2,·
CCOC(=O)C1(C)CCN1C(=O)c1ccc(OC)c(C(F)(F)F)c1 (stereo not drawn),1,·,9,·
OC(c1ccccc1)(c1nc(-c2cc(F)cc(F)c2)cs1)C(F)(F)F (stereo not drawn),1,·,19,·
COc1cc(OC)cc(-c2noc(-c3csc([C@@H]4C[C@H](O)[C@@H](CO)O4)n3)n2)c1,2,·,15,·
COC(=O)[C@]12CCCCC=C1N(Cc1ccco1)C(=O)[C@H](CC(=O)NCC1CCCCC1)C2,-4,·,-6,·
Cc1cc(F)ccc1-c1cc(C(=O)NCc2ccc(C(F)(F)F)cc2)[nH]n1,2,·,10,·
CCCNC(=O)C1(C)CCCN(C(=O)c2c(C)noc2C)C1 (stereo not drawn),3,·,12,·
COc1ccc(S(=O)(=O)N2CCCCC2c2cc(C(=O)NCc3cccnc3)no2)cc1 (stereo not drawn),1,·,10,·
C#Cc1ccc(NC(=O)C2(C)CCN2C(=O)Cc2ccc(-c3ccccc3)cc2)cc1 (stereo not drawn),-1,·,0,·
COC(=O)c1ccc2nc(-c3ccccc3)c(Cc3ccc(C)cc3)n2c1,0,·,-380,·
CCOC(=O)c1cc(-c2ccc(N3C(c4ccsc4)=Cc4ccccc4C3CC(C)=O)cc2)cc([N+](=O)[O-])c1 (stereo not drawn),0,·,-7,·
COc1ccc(-c2cc(N3CCN(CCO)CC3)n3nccc3n2)cc1,-2,·,i,·
CC1(C(=O)NCc2ccco2)Cc2c(-c3ccccc3)ccnc2O1 (stereo not drawn),2,·,20,·

# Exported with values under each structure: part of the list above
# Second line of a record: SENP1 inh | HKDC1 inh | SENP8 inh | PfG6PD inh
COc1cc(/C=N/Nc2ccccc2)ccc1OC(=O)c1cccs1
    · | -3 | · | 6
CCOC(=O)C1=C(c2ccc(OC)cc2)C(=O)c2ccccc2C1=O
    · | 81* | · | 101*
Cc1ccccc1N=Nc1c(C)[nH]n(-c2ccccc2)c1=O
    · | 16 | · | -17
CCc1c(-c2ccc(Cl)cc2)ncn1Cc1cccc(-c2ccccc2)c1
    0 | · | 8 | ·
Cc1ccccc1-c1cnc(C(O)c2ccc(F)cc2C)[nH]1 (stereo not drawn)
    -1 | · | 18 | ·
CC(O)(c1ccc(F)c(F)c1)c1nc(-c2ccc(Cl)cc2)cs1 (stereo not drawn)
    1 | · | 2 | ·
CCOC(=O)C1(C)CCN1C(=O)c1ccc(OC)c(C(F)(F)F)c1 (stereo not drawn)
    1 | · | 9 | ·
OC(c1ccccc1)(c1nc(-c2cc(F)cc(F)c2)cs1)C(F)(F)F (stereo not drawn)
    1 | · | 19 | ·
COc1cc(OC)cc(-c2noc(-c3csc([C@@H]4C[C@H](O)[C@@H](CO)O4)n3)n2)c1
    2 | · | 15 | ·
COC(=O)[C@]12CCCCC=C1N(Cc1ccco1)C(=O)[C@H](CC(=O)NCC1CCCCC1)C2
    -4 | · | -6 | ·
Cc1cc(F)ccc1-c1cc(C(=O)NCc2ccc(C(F)(F)F)cc2)[nH]n1
    2 | · | 10 | ·
CCCNC(=O)C1(C)CCCN(C(=O)c2c(C)noc2C)C1 (stereo not drawn)
    3 | · | 12 | ·
COc1ccc(S(=O)(=O)N2CCCCC2c2cc(C(=O)NCc3cccnc3)no2)cc1 (stereo not drawn)
    1 | · | 10 | ·
C#Cc1ccc(NC(=O)C2(C)CCN2C(=O)Cc2ccc(-c3ccccc3)cc2)cc1 (stereo not drawn)
    -1 | · | 0 | ·
COC(=O)c1ccc2nc(-c3ccccc3)c(Cc3ccc(C)cc3)n2c1
    0 | · | -380 | ·
CCOC(=O)c1cc(-c2ccc(N3C(c4ccsc4)=Cc4ccccc4C3CC(C)=O)cc2)cc([N+](=O)[O-])c1 (stereo not drawn)
    0 | · | -7 | ·
COc1ccc(-c2cc(N3CCN(CCO)CC3)n3nccc3n2)cc1
    -2 | · | i | ·
CC1(C(=O)NCc2ccco2)Cc2c(-c3ccccc3)ccnc2O1 (stereo not drawn)
    2 | · | 20 | ·

# (list continues)
Compound,SENP1 inh,HKDC1 inh,SENP8 inh,PfG6PD inh
CCCNC(=O)C1(C)CCCN(Cc2ccc(-n3ccnc3)cc2)C1 (stereo not drawn),2,·,9,·
CCc1nc2ccc(C(=O)NCCCN3CCCC3=O)cn2c1N(CCC(C)C)CCN(C)C,-61,·,-16,·
Cc1c(C(=O)NCc2ccc(F)cc2)sc(=O)n1Cc1ccc(Cl)c(Cl)c1,4,·,0,·
COc1ccc(CC(N)c2csc(NC(=O)CCc3ccccc3)n2)cc1 (stereo not drawn),1,·,13,·
CCCCc1c(-c2ccc(F)cc2)ncn1CCc1ccccc1OC,2,·,3,·
CCCCC[C@@H]1CCCCC[C@@H](O)C[C@@H](O)[C@@H](O)/C=C/C(=O)O1,0,·,15,·
CCNC(=O)C1(C)CCCN(C(=O)c2cc(-c3cccs3)oc2C)C1 (stereo not drawn),1,·,-24,·
COc1cc2c(cc1OC(C)=O)C(=O)CCCC2,3,·,-1,·
Nc1sc(-c2ccccc2)cc1C(=O)N1CCN(c2ccccc2)CC1,-10,·,-22,·
COc1ccccc1NC(=O)Nc1nc(C(N)Cc2ccc(Cl)cc2)cs1 (stereo not drawn),0,·,23,·
CCOC(=O)[C@]12CCC=C1N(Cc1ccco1)C(=O)[C@H](CC(=O)N1CCOCC1)C2,0,·,10,·
Cc1cccc(C)c1N1CCN(C(c2ccnc3ccccc23)c2nnnn2-c2ccc3c(c2)OCCO3)CC1 (stereo not drawn),2,·,8,·
CC(=O)N1C[C@@H](CO)[C@@H](N(C)C(=O)C2CCCCC2)C[C@H]1c1ccccc1,0,·,13,·
COc1ccc(CN2C(=O)COc3ccccc3C2c2nc3ccccc3[nH]2)cc1 (stereo not drawn),-2,·,7,·
COc1cccc(Nc2nc(C(N)C(C)C)cs2)n1 (stereo not drawn),-13,·,-9,·
CCOC(=O)C1(C)CCCN(C(=O)c2c(F)ccc(C)c2F)C1 (stereo not drawn),2,·,8,·
Cc1ccc2nc(-c3ccc(C#N)cc3)c(Cc3cccc(Cl)c3)n2c1,25,·,-350,·
Cc1cccc(C)c1NC(=O)C1(C)CSCC(=O)N1CCCn1ccnc1 (stereo not drawn),3,·,12,·
Cc1ccccc1-c1cc2nc(NCc3ccccc3F)n(C)c(=O)c2s1,2,·,-31,·
COCc1cccc(-c2csc(C(C)(NC(C)=O)c3ccccc3)n2)c1 (stereo not drawn),0,·,8,·
CC(C)N(c1ccccc1)c1ccc(NC(=O)[C@@H]2O[C@H](CO)[C@H](O)[C@H](O)[C@H]2O)cc1,1,·,19,·
COc1ccccc1CNC(=O)c1cc(-c2ccc(F)cc2OC)n[nH]1,0,·,21,·
COc1cccc(CNC(=O)[C@@H]2CCCN2C(=O)[C@H]2CCCCN2C(=O)c2ccccc2)c1,3,·,12,·
COc1ccccc1Cc1c(-c2cccc(Cl)c2)nc2ccc(Br)cn12,37*,·,-37,·
COC(=O)C[C@@H]1C=C[C@@H](NC(=O)c2ccccc2F)[C@@H](CO)O1,1,·,20,·
COC(=O)[C@@]12C[C@@H](CC(=O)NCc3cccc(C(F)(F)F)c3)C(=O)N(Cc3ccco3)C1=CCC(C)(C)C2,2,·,21,·
O=C(C(O)c1ccccc1)N1CCN(S(=O)(=O)c2ccc(C(F)(F)F)cc2)CC1 (stereo not drawn),2,·,20,·
COc1ccc(NC(=O)C2Cc3c(-c4cccc(NC(C)=O)c4)ccnc3O2)cn1 (stereo not drawn),-1,·,-164,·
CCOC(=O)[C@]12CCCC=C1N(Cc1ccc3c(c1)OCO3)C(=O)[C@H](CC(=O)NCCCN1CCCC1=O)C2,3,·,24,·
COC(=O)C1=CN(c2ccc(OC)cc2OC)C(N)=C(C#N)C1c1cccc([N+](=O)[O-])c1 (stereo not drawn),-1,·,14,·
CC(=O)NCCNC(=O)C1Cc2c(-c3ccc(Cl)cc3)ccnc2O1 (stereo not drawn),0,·,2,·
Cn1cc(-c2csc(C(C)(O)c3cccc(F)c3)n2)cn1 (stereo not drawn),-1,·,13,·
COc1cc(CNC(=O)Nc2nc(C(N)Cc3ccc(Cl)cc3)cs2)cc(OC)c1OC (stereo not drawn),0,·,29,·
O=C1OCCOC2CCCc3oc(-c4ccccc4)c1c32 (stereo not drawn),3,·,-400,·
Cc1cccc(C)c1-n1nnnc1C(c1ccccc1OC(F)(F)F)N1CCN(C/C=C/c2ccccc2)CC1 (stereo not drawn),-1,·,11,·
CCc1nc2c(OCC(=O)c3ccc(Cl)cc3Cl)cccn2c1N(C=O)Cc1ccccc1,-18,·,-60,·
CC(C)n1c(=O)c2ccccc2n1CC(=O)N1CCOCC1,2,·,-395,·
CC(=O)Nc1cnc(-c2ccccc2C(F)(F)F)cn1,-5,·,-136,·
CCN(c1ccc(OC)cc1)S(=O)(=O)N1CCCC(C(=O)NC(C)c2ccccc2)C1 (stereo not drawn),1,·,8,·
COc1ccc(CN2CC[C@@H]3CN(C(C)=O)[C@H](c4ccccc4Br)C[C@@H]32)cc1,-13,·,12,·
CCOC(=O)[C@]12CCC=C1N(Cc1cccc3ccccc13)C(=O)[C@H](CC(=O)NCCC(C)C)C2,1,·,3,·
CCC(C(=O)NC(C)(C)C)n1c(C(c2ccccc2)c2ccccc2)nc2ccccc21 (stereo not drawn),-3,·,11,·
O=C(/C=C/[C@H]1O[C@@H](n2ccc(=O)[nH]c2=O)[C@H](O)[C@@H]1O)NCCN1CCOCC1,0,·,22,·
Cc1ccc(S(=O)(=O)N2[C@@H](CO)CO[C@H]2CC(=O)c2ccc(F)cc2)cc1,1,·,17,·
O=c1ccc(-c2nc3ccccc3n2C(CCc2ccccc2)c2nc3ccccc3[nH]2)c[nH]1 (stereo not drawn),1,·,-28,·
Cc1ccc(CC2(C)C(=O)Nc3c(Cl)cccc32)cc1 (stereo not drawn),2,·,15,·
Cc1cnc(-c2nc3ccccc3n2C(C(=O)NC(C)(C)C)c2ccncc2)cn1 (stereo not drawn),-17,·,-422,·
OCCN1CCN(c2cc(-c3ccc4ccccc4c3)nc3ccnn23)CC1,-9,·,i,·
O=C(NCCc1ccccc1)c1ccc(-c2ccc(F)c(F)c2)c2ccoc12,-1,·,-5,·
COc1cc(CNC(=O)OC2CC3CC2[C@H]2CCCCN2C3=O)cc(OC)c1 (stereo partly drawn),0,·,13,·
COc1ccc(-c2coc3c(C(=O)N4CCN(C)CC4)cccc23)c(C)c1,1,·,8,·
COc1ccc(CC(N)c2csc(Nc3nncc4ccccc34)n2)cc1 (stereo not drawn),-31,·,-172,·
